CSM14.1 death rescue = protection against thapsigargin-triggered cell killing – 384-well, CSM14.1, ATP luminescence, primary screen (AID 1222). cellular ATP content (survival), % at 20 µM, or EC50 in µM where a hit was titrated. CSM14.1 thapsigargin-induced death rescue, ATP luminescence; higher % means a stronger effect. 190,000 tested, under 10 active;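 active means EC50 below 50 µM in the dose-response confirmation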;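 further: death triggered by thapsigargin at about 15 µM added after 2 h compound pretreatment; cell ATP read after overnight thapsigargin exposure of roughly 18 to 22 hours; normalized against plate controls of thapsigargin alone and 5% DMSO vehicle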
MgcRacGAP inhibition = MgcRacGAP GTPase-activating activity inhibitors, confirmation, biochemical, ADP Hunter fluorescence; MgcRacGAP-stimulated Rac1 GTP hydrolysis, ADP Hunter fluorescence; higher % means a stronger effect; GST-tagged Rac1 F28L mutant substrate; inhibition, % at 30 µM, or IC50 in µM where a hit was titrated; AID 624330; actives 0.6% (n = 340,000);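 active means first-screen hits whose inhibition reached a set limit at any dose in the follow-up dose series; inconclusive means inhibition above the set first-screen limit but never retested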;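 further: fluorescence reports GDP produced by GAP-driven GTP hydrolysis; strong numbers were not always called active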
Salmonella PhoP GFP = PhoP-dependent GFP reporter repression – Salmonella Typhimurium, primary screen (AID 1863); S. Typhimurium PhoP-regulated promoter GFP reporter, 4 h; higher % means a stronger effect; inhibition, % at 50 µM; hits with a dose series show IC50 in µM; actives 0.16% (n = 300,000);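 active means inhibition over 29.93%, a cutoff 3 SD above the screen mean, later confirmed by dose response; inconclusive means inhibition over 29.93% but no dose response follow-up; inactive means inhibition at most 29.93% or unconfirmed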;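 further: 0% = low Mg2+ inducing control and 100% = high Mg2+ repressing control; strong numbers were not always called active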
RSV CPE inhibition = RSV antiviral activity via CPE protection, HEp-2 cells, primary 10 µM value included (AID 2391); HEp-2 cells, RSV-induced CPE inhibition; higher % means a stronger effect; one-dose CPE inhibition, % at 10 µM; IC50 in µM for titrated hits; actives 0.13% (n = 310,000); in the data active means a potency from the dose series; inconclusive means CPE inhibition mostly from about 23% at the one dose, without a potency; inactive means the rest, 99 in 100 with CPE inhibition below about 21%; further: strong numbers were not always called active
Dengue-2 NS5 capping = flavivirus cap methylation enzyme inhibition – biochemical, confirmation dose response, primary screen (AID 588689); Dengue-2 NS5 methyltransferase capping enzyme assay, biochemical; higher % means a stronger effect; one-dose inhibition, % at 25 µM; IC50 in µM for titrated hits; actives 0.3% (n = 340,000); in the data active means a potency from the dose series; inconclusive means inhibition above about 29% without an active follow-up result
Large T inhibition = SV40 large T antigen inhibitors, biochemical (AID 1903) | SV40 large T antigen ATPase/helicase inhibition assay; higher % means a stronger effect | inhibition, % at 20 µM; hits with a dose series show IC50 in µM | actives 0.39% (n = 310,000); in the data active means a potency from the dose series; inconclusive means inhibition mostly from about 32% at the one dose, without a potency; inactive means the rest, 99 in 100 with inhibition below about 32%; further: strong numbers were not always called active
West Nile antiviral = West Nile virus antiviral activity, cell-based, CPE readout (AID 1621). West Nile virus-infected cells, CPE inhibition; higher % means a stronger effect. actives 0.02% (n = 290,000). one-dose CPE inhibition, % at 10 µM; IC50 in µM for titrated hits; in the data active means a potency from the dose series; inconclusive means CPE inhibition mostly from about 3.7% at the one dose, without a potency; inactive means the rest, 99 in 100 with CPE inhibition below about 2.2%; further: strong numbers were not always called active
GPR35 antagonists = inhibition of zaprinast-stimulated GPR35 beta-arrestin translocation – imaging, U2OS, beta-arrestin-GFP, zaprinast agonist, primary screen (AID 2058); one-dose inhibition, % at 10 µM; IC50 in µM for titrated hits; actives 0.052% (n = 290,000); U2OS GPR35 beta-arrestin-GFP translocation imaging, zaprinast antagonism; higher % means a stronger effect;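 active means inhibition of at least 50% with at least 30 cells and total cytoplasm GFP at most 10,000,000; inconclusive means under 30 cells or total GFP of 10,000,000 plus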
LYP inhibition = inhibitors of LYP phosphatase, biochemical, fluorescence intensity, uHTS (AID 1779); inhibition, % at 11.5 µM; hits with a dose series show IC50 in µM; recombinant LYP phosphatase, fluorescence intensity; higher % means a stronger effect; actives 0.054% (n = 290,000); in the data active means inhibition above about 50%;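 further: plate controls were vehicle with enzyme for no effect and no enzyme for full effect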
Dengue-2 NS5 capping pilot replicate = recorded beside Dengue-2 NS5 capping, whose call it bears; inhibition, %; measured here: pilot screen replicate inhibition
An asterisk follows results filed as active; ? = inconclusive; . = no result given; & = joins results of further samples. An excerpt; the hit share may differ from the screen's.

SMILES	CSM14.1 death rescue	MgcRacGAP inhibition	Salmonella PhoP GFP	RSV CPE inhibition	Dengue-2 NS5 capping	Large T inhibition	West Nile antiviral	GPR35 antagonists	LYP inhibition	others
N#CC(c1cccnc1)N1CCOCC1 (stereo unspecified)	.	2%	1%	0.5%	2%	22%	0.4%	3%	-8%
O=[As](O)(O)c1ccc(N=Nc2ccc(O)cc2)cc1	.	18%	-7%	1.6%	1%	21%	1.0%	8%	0%
Cc1nn(-c2ccccc2)c2c1C(c1ccc3c(c1)OCO3)SCC(=O)N2 (stereo unspecified)	1.8%	2%	-4%	-0.3%	-1%	4%	-0.5%	6%	-4%
C=CCn1c(O)c(C(CC)=Nc2ccc3c(c2)CCC3)c(=O)[nH]c1=O	.	6%	-3%	2.8%	7%	11%	-0.2%	-1%	-4%
Cc1ccc2nsnc2c1-n1c(C)nc2ccccc2c1=O	1.8%	-2%	5%	-0.6%	-6%	21%	0.0%	0%	1%
CON(C)C(=O)Nc1ccc(Cl)cc1	.	7%	2%	3.4%	-7%	-4%	0.5%	0%	-7%	Dengue-2 NS5 capping pilot replicate=2.7
COc1ccc(CCn2c(O)c(C=Nc3ccc(NC(C)=O)cc3)c(=O)[nH]c2=O)cc1OC	.	.	-5%	1.1%	.	11%	0.1%	3%	-6%
c1ccc2c(CN3CCCCCCC3)c[nH]c2c1	1.3%	?	13%	3.9%	-1%	27%	.	0%	-10%	Dengue-2 NS5 capping pilot replicate=2.4
O=C(Nc1cccc(OC(=O)N2CCCCC2)c1)N1CCCCC1	-2.0%	-5%	7%	-0.7%	-4%	0%	-0.6%	20%	-6%
O=C(c1ccccc1)C1NC1c1ccccc1 (stereo unspecified)	.	-5%	-6%	-0.5%	-8%	7%	-0.3%	0%	-4%

Next section (2 carried over from the part before).
SMILES	CSM14.1 death rescue	MgcRacGAP inhibition	Salmonella PhoP GFP	RSV CPE inhibition	Dengue-2 NS5 capping	Large T inhibition	West Nile antiviral	GPR35 antagonists	LYP inhibition	others
O=C(Nc1cccc(OC(=O)N2CCCCC2)c1)N1CCCCC1	-2.0%	-5%	7%	-0.7%	-4%	0%	-0.6%	20%	-6%
O=C(c1ccccc1)C1NC1c1ccccc1 (stereo unspecified)	.	-5%	-6%	-0.5%	-8%	7%	-0.3%	0%	-4%
CCOC(=O)c1cccc([P+](=O)O)c1	-0.8%	-1%	11%	0.9%	-11%	-2%	?	-14%	-4%
Cc1ccc(-n2c(O)c(C=Nc3ccc(S(=O)(=O)N(C)C)cc3)c(=O)[nH]c2=O)cc1	-1.8%	3%	-22%	1.4%	-48%	25%	-0.1%	13%	-4%
Cn1c(O)c(C=Nc2ccc(Cl)cc2)c(=O)n(C)c1=O	1.1%	7%	5%	3.7%	-9%	0%	.	6%	-5%
Cc1ccc(Cn2cc(C=O)c3ccccc32)cc1	.	10%	7%	1.8%	-5%	10%	0.6%	-8%	-4%
CC(O)(CS(=O)(=O)c1ccccc1)C(=O)Nc1cccc(C(F)(F)F)c1 (stereo unspecified)	-2.5%	11%	-6%	-1.1%	6%	12%	-1.3%	0%	5%
Cc1ccccc1Cc1c(C)nc2nc(SCC(=O)N3CCC4(CC3)OCCO4)nn2c1C	-1.4%	2%	0%	5.7%	-1%	8%	-0.4%	-13%	-6%
CCN(CC)CCOc1ccc(/C(=C(/Cl)c2ccccc2)c2ccccc2)cc1	-1.2%	4%&0%	5%&0%	-3.8%&-4.0%	1%&-8%	11%&9%	?	-8%&7%	-14%&-13%
O=C(O)C1CSC(c2cccnc2)N1 (stereo unspecified)	2.6%	-8%	-4%	0.3%	-1%	19%	0.3%	3%	-2%
CSc1ccccc1C(=O)C1CCCN(Cc2ccccn2)C1 (stereo unspecified)	2.9%	-2%	10%	1.6%	-2%	2%	-0.6%	0%	-2%
Cc1cccc(CN2CCCC(C(=O)c3cccc(OC(C)C)c3)C2)n1 (stereo unspecified)	-1.4%	-3%	1%	-0.3%	11%	2%	-1.4%	-3%	-4%

Of the compounds above, 4 have a halogen:
SMILES	CSM14.1 death rescue	MgcRacGAP inhibition	Salmonella PhoP GFP	RSV CPE inhibition	Dengue-2 NS5 capping	Large T inhibition	West Nile antiviral	GPR35 antagonists	LYP inhibition	others
CON(C)C(=O)Nc1ccc(Cl)cc1	.	7%	2%	3.4%	-7%	-4%	0.5%	0%	-7%	Dengue-2 NS5 capping pilot replicate=2.7
Cn1c(O)c(C=Nc2ccc(Cl)cc2)c(=O)n(C)c1=O	1.1%	7%	5%	3.7%	-9%	0%	.	6%	-5%
CC(O)(CS(=O)(=O)c1ccccc1)C(=O)Nc1cccc(C(F)(F)F)c1 (stereo unspecified)	-2.5%	11%	-6%	-1.1%	6%	12%	-1.3%	0%	5%
CCN(CC)CCOc1ccc(/C(=C(/Cl)c2ccccc2)c2ccccc2)cc1	-1.2%	4%&0%	5%&0%	-3.8%&-4.0%	1%&-8%	11%&9%	?	-8%&7%	-14%&-13%

Next part.
SMILES	CSM14.1 death rescue	MgcRacGAP inhibition	Salmonella PhoP GFP	RSV CPE inhibition	Dengue-2 NS5 capping	Large T inhibition	West Nile antiviral	GPR35 antagonists	LYP inhibition	others
CN1CCN(S(=O)(=O)c2cnc(Cl)c(Br)c2)CC1	1.6%	2%	5%	1.1%	-5%	14%	?	12%	-4%
CCN(CC)c1ccc(N=Cc2c(O)n(CCc3ccc(OC)c(OC)c3)c(=O)[nH]c2=O)cc1	-1.2%	2%	4%	0.8%	10%	7%	-0.5%	2%	-3%
CN1CC(C(=O)c2ccc(Cl)cc2)C(c2ccccc2)C1 (stereo unspecified)	.	5%	25%	-0.3%	-6%	0%	-1.1%	3%	-7%
CC(=NCCCN1CCOCC1)c1c(O)n(Cc2ccccc2)c(=O)[nH]c1=O	-2.5%	-2%	-10%	2.0%	-6%	2%	-0.2%	2%	-6%
CNC(=S)N1CCn2cccc2C1c1cccnc1 (stereo unspecified)	-0.1%	0%	3%	0.6%	-4%	15%	0.2%	-3%	-3%
c1ccc(CNCCc2c[nH]c3ccccc23)cc1	.	13%	-2%	-1.1%	2%	8%	-0.6%	0%	-5%
CCN(CC)P(=O)(Oc1cccc(C)c1)N(CC)CC	2.5%	6%	-12%	1.6%	-8%	12%	-0.2%	10%	-7%
CCC(C)N1CCN(C(=O)Cc2ccccc2)CC1 (stereo unspecified)	-3.2%	20%	3%	0.0%	-1%	6%	0.3%	-13%	-9%
O=[N+]([O-])c1ccc(N2CCCC(C(F)(F)F)C2)c2ccncc12 (stereo unspecified)	.	-2%	6%	?	-9%	7%	1.6%	4%	-2%
COc1ccc2c(c1)[C@@]13CCC=C[C@H]1[C@@H](C2)NCC3	.	-1%	-7%	-1.8%	-1%	10%	.	.	.

A portion from the list above:
SMILES	CSM14.1 death rescue	MgcRacGAP inhibition	Salmonella PhoP GFP	RSV CPE inhibition	Dengue-2 NS5 capping	Large T inhibition	West Nile antiviral	GPR35 antagonists	LYP inhibition	others
c1ccc(CNCCc2c[nH]c3ccccc23)cc1	.	13%	-2%	-1.1%	2%	8%	-0.6%	0%	-5%
CCN(CC)P(=O)(Oc1cccc(C)c1)N(CC)CC	2.5%	6%	-12%	1.6%	-8%	12%	-0.2%	10%	-7%
CCC(C)N1CCN(C(=O)Cc2ccccc2)CC1 (stereo unspecified)	-3.2%	20%	3%	0.0%	-1%	6%	0.3%	-13%	-9%
O=[N+]([O-])c1ccc(N2CCCC(C(F)(F)F)C2)c2ccncc12 (stereo unspecified)	.	-2%	6%	?	-9%	7%	1.6%	4%	-2%
COc1ccc2c(c1)[C@@]13CCC=C[C@H]1[C@@H](C2)NCC3	.	-1%	-7%	-1.8%	-1%	10%	.	.	.

Remaining list, next part:
SMILES	CSM14.1 death rescue	MgcRacGAP inhibition	Salmonella PhoP GFP	RSV CPE inhibition	Dengue-2 NS5 capping	Large T inhibition	West Nile antiviral	GPR35 antagonists	LYP inhibition	others
CCC(CO)Nc1ccc([N+](=O)[O-])c2cccnc12 (stereo unspecified)	1.6%	8%	0%	1.9%	-5%	-1%	-0.4%	-6%	-4%
O=c1c2ccccc2nc(/C=C/c2ccc(O)cc2)n1-c1cccc(O)c1	-0.8%	14%	4%	2.8%	-14%	3%	1.0%	-2%	-4%
CCOc1cc2c(cc1OCC)-n1cccc1C(c1cccc([N+](=O)[O-])c1)NC2 (stereo unspecified)	.	0%	13%	1.0%	-9%	20%	-2.0%	-4%	-7%
CC(=O)N(C1=NCCCS1)c1ccccc1F	1.5%	2%	27%	-2.7%	2%	2%	-0.2%	5%	-6%
COc1ccc(/C=C2/C(=O)NC(=O)N(c3ccc(C)c(C)c3)C2=O)cc1CN1C(=O)c2ccccc2C1=O	-0.7%	40%	-6%	3.2%	100µM*	21%	0.8%	-12%	-5%
N[C@@H](Cn1oc(=O)[nH]c1=O)C(=O)O	.	6%	3%	0.7%	3%	10%	0.3%	.	.
Cc1oc(-c2ccc(Cl)cc2)nc1CS(=O)CC(=O)N1CCC2(CC1)OCCO2 (stereo unspecified)	0.1%	10%	-3%	0.2%	-2%	6%	-0.4%	-6%	-3%	Dengue-2 NS5 capping pilot replicate=-7.0
C[C@]12CCC3[C@@H](CC[C@H]4C[C@@H](O)CC[C@]34C)C1CCC2=O (stereo partly specified)	.	10%	4%	2.2%	-6%	-7%	-0.8%	1%	-7%
CCOc1ccc(-n2c(O)c(/C=C3\C=Nc4ccccc43)c(=O)[nH]c2=O)cc1	.	.	-28%	0.1%	?	-25%	-0.8%	3%	-2%
Cc1c(NP(=O)(C(C)(C)C)C(C)(C)C)c(=O)n(-c2ccccc2)n1C	-0.4%	5%	0%	-0.6%	-4%	-2%	-0.7%	10%	-7%
O=C(NC1CN2CCC1CC2)c1cc(Cl)c([N+](=O)[O-])c2nc[nH]c12 (stereo unspecified)	1.2%	11%	16%	2.0%	2%	7%	-0.7%	-4%	6%
CC(C)[N+](C)(CCC(C(N)=O)(c1ccccc1)c1ccccc1)C(C)C	-1.1%	6%	-8%&-4%	1.3%	100%	9%&-3%	-0.4%	-7%	-4%
O=C(c1cccn2c(=O)c3cc(Cl)ccc3nc12)N1CCC2(CC1)OCCO2	-1.8%	6%	-5%	.	-5%	3%	-0.5%	1%	-6%
Cc1cccn2c(NCC3CCCO3)c(C(C)C)nc12 (stereo unspecified)	0.6%	-41%	7%	-0.2%	-3%	24%	-0.1%	-4%	-11%
